# AmpC no deterg – qHTS Inhibitors of AmpC Beta-Lactamase (assay without detergent) | P00811 | AmpC nitrocefin hydrolysis, absorbance 480 nm, 0.0001% Triton | Potency, µM (doses to about 57.1 µM), for inactives: top-dose activity change, negative = inhibition, most hits filed as inhibitors | 330,000 compounds, 0.52% hits | AID 485341, 2010;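 further: potency means the concentration at half of the fitted maximal effect; plate controls were no compound for no effect and no enzyme for full effect; nearly all actives have a fitted effect of over 20% in size; some results filed as inactive show a strong effect at the top dose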
# Target sequence (P00811 whole entry, looked up): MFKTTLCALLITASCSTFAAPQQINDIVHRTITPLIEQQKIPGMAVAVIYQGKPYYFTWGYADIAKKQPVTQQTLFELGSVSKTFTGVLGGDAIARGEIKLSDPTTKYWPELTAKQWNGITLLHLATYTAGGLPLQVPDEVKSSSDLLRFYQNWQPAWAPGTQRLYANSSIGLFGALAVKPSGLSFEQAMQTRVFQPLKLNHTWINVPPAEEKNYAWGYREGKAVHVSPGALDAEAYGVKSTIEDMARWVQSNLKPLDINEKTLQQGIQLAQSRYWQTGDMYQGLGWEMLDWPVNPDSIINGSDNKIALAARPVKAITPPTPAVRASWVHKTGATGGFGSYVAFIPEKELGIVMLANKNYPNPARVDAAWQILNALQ
#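 20 mM phosphate pH 7.0 + 0.01% (detergent screen) or 0.0001% Triton X-100; 5.3 nM AmpC reagent; cpd preinc 15 min RT; nitrocefin (800 uM stock) to start; A480 q20 s × 4 min; Activity was normalised to no-enzyme and no-compound control wells.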
# FBPA Giardia inh – qHTS Assay for Inhibitors of Fructose-1,6-bisphosphate Aldolase from Giardia Lamblia; A8B2U2; purified Giardia FBPA; Potency, µM (doses to about 59.6 µM), without a hit: at the top dose activity, negative = inhibition, hits mostly inhibitors; 290,000 compounds, 0.71% hits; further: potency means the concentration at half of the fitted maximal effect; nearly all actives have a fitted effect of over 55% in size
# Target sequence (A8B2U2 whole entry, looked up): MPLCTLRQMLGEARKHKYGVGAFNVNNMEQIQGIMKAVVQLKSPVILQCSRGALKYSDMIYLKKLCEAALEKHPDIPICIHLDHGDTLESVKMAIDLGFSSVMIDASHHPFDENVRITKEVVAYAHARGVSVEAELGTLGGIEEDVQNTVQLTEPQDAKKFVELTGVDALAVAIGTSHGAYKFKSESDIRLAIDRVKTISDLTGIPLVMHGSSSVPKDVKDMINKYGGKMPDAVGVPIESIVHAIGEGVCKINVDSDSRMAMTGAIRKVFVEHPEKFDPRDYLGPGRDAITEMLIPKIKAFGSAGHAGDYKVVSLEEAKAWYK
#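 40 nM FBPA preincubated 10 min at RT with compound (up to 57.5 uM final), then substrate plus GAPDH/TPI/NAD/arsenate coupling and diaphorase/resazurin added. Fluorescence read after 20 min at RT, 525/598 nm.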
# HCMV antiviral – qHTS Assay for inhibitors of the human cytomegalovirus (HCMV). 410,000 compounds, 4.5% hits. HFF cells, HCMV-luciferase reporter, 72 h; hits give low values. activity change, negative = inhibition, % at 57.5 µM. AID 1259415, 2018; in the data active means activity change below about -60%; inconclusive means no clear call, values can overlap the other calls; inactive means above about -39%
#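 After 16 h attachment at 37C, HFF cells received test compound and HCMV-luciferase (1 PFU/cell); reporter luminescence read 72 h later, data normalized against buffer-only and known inhibitor Salinomycin.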
# Sm TGR block – qHTS Assay for the Inhibitors of Schistosoma Mansoni Peroxiredoxins. purified TGR, DTNB reduction, TNB absorbance 405 nm. Potency, µM (titrated, usually from 114 µM), for the others: at the highest dose activity change, negative = inhibition, most hits filed as inhibitors. 360,000 compounds, 3% hits; further: potency means the concentration at half of the fitted maximal effect; nearly all actives have a fitted effect of over 60% in size
#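 TGR 20 nM + NADPH 100 uM (dispensed conc.), cpd preinc 15 min RT; start with NADPH (500 uM addition) then DTNB (15 mM addition). Kinetic TNB absorbance, 405 nm filter. Four-parameter Hill fit across titration.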
# AmpC inh detg – qHTS Inhibitors of AmpC Beta-Lactamase (assay with detergent). Potency, µM (top dose mostly 114 µM), for inactives: top-dose activity change, negative = inhibition, usual class: inhibitors. AmpC hydrolysis of nitrocefin, absorbance 480 nm, 0.01% Triton. AID 485294, 2010. 370,000 compounds, 0.041% hits. P00811;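 further: potency means the concentration at half of the fitted maximal effect; 0% = no-compound wells and -100% = no-enzyme wells; nearly all actives have a fitted effect of over 25% in size; some results filed as inactive show a strong effect at the top dose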
#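 AmpC (5.3 nM in the dispensed reagent) in 20 mM phosphate pH 7.0 with 0.01% (detergent screen) or 0.0001% Triton X-100 was preincubated with compounds for 15 min at room temperature. Nitrocefin was then added from an 800 uM solution, and hydrolysis was followed at 480 nm.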
# HCV inh – qHTS Assay for Inhibitors of Hepatitis C Virus (HCV); Huh7.5.1 HCVcc-Cre infection, luciferase reporter, 44 h; Potency, µM (highest dose often 41.8 µM), inactives show at the top dose activity change, negative = inhibition, hits mostly inhibitors; 340,000 compounds, 3.4% hits; further: potency means the concentration at half of the fitted maximal effect
#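 Reporter virus HCVcc-Cre (~0.5 moi) infects cells exposed to compound; seeding density 1,000 cells/well with 4 h settling beforehand. Luminescence, 15 sec read, taken 44 h post-infection following a 15 min RT substrate incubation.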
# Active calls of the source: *; ? = inconclusive; . = no result given; & = joins results of further samples; [ ] = another dose, or the depositor's remark. Unless noted, the call rests on the fitted dose curve; in most records, active means well fitted curve in the direction sought with a large enough effect; inconclusive means small, poorly fitted or top-dose-only effect, or another doubt; inactive means no such curve, though single readings can be large; an effect the other way counts as inactive or inconclusive. Unless noted, on the % scale 0 is the no-effect control and ±100 the full control effect.
SMILES,AmpC no deterg,FBPA Giardia inh,HCMV antiviral,Sm TGR block,AmpC inh detg,HCV inh
COc1cc(OC)cc(C(=O)NC(C(=O)Nc2ccc3nc(C)sc3c2)C(C)C)c1 (stereo unspecified),36%,.,-10,-2%,?,?
O=C(NC1CCN(Cc2ccccc2)CC1)C1COc2ccccc2O1 (stereo unspecified),-13%,-2%,5,17%,0%,4%
CCCN1CCC(=O)N([C@H](CO)CC(C)C)CC1,-16%,-13%,-61*,-8%,?,42%[activator]
O=c1cc(-c2ccccc2)c2ccc3c(c2o1)CN(Cc1ccccc1)CO3,.,.,-13,7%,21%,.
Cc1cccc(OCCCOc2cccc3cccnc23)c1C,45%,.,12,9%,-11%,?
CCOc1cc(/C=N/NC(=O)c2cc(C3CC3)[nH]n2)ccc1O,-33%,1%,30,9%,8%,-1%
COc1ccc(Cn2c(C)nnc2-c2cnn(C)c2N)cc1OC,-24%,13%,4,6%,0%,1%
CSc1nc2sc3c(c2c(=O)n1C)CCC(C)C3 (stereo unspecified),-20%,5%,61,-35%,-6%,0%
O=C(NCCN1CCCC(O)C1)c1cc(COc2ccc(F)cc2Cl)on1 (stereo unspecified),40%,1%,-28,-10%,-13%,-11%
Cc1c(C)n2c(SCC(=O)N3CCCCCC3)nnc2[nH]c1=O,?,.,-13,0%,-1%,14%
CC1(C)CC(O)C(C(O)c2cccc([N+](=O)[O-])c2)C(C)(C)N1 (stereo unspecified),-18%,3%,-14,7%,2%,1%
O=C(c1cccc(NS(=O)(=O)c2ccc(F)cc2)c1)N1CCN(c2ccccc2)CC1,-14%,.,-8,-8%,-21%,-31%
CCN(CC)S(=O)(=O)c1cc(NC(=O)CCNC(=O)c2ccccc2Cl)ccc1C,-1%,-4%,?,-8%,?,0%
O=C(O)c1cc(-c2ccccc2Cl)n(-c2cccc(Cl)c2)n1,-23%,?,26,-5%,-5%,5%
COc1ccc(CNC(=O)CCCc2cn(C)c3ccccc23)c(OC)c1,.,.,?,3%,6%,.
COc1ccc(Nc2ncnc3ccc(Br)cc23)c(OC)c1,-9%,12%,-99*,-5%,-3%,?
CCOC(=O)c1c(C)[nH]c(C=Nc2ccc(OC)cc2)c1O,-25%,-27%,85,-17%,-12%,7%
CC(C)c1ccc(S(=O)(=O)N2CCN(CCC(=O)Nc3ccc(N(C)C)cc3)CC2)cc1,96%[activator],-7%,-21,-1%,-3%,-29%
Cc1ccc(CNS(=O)(=O)c2c(C)nc3sc(C)cn3c2=O)cc1,.,.,8,-7%,-10%,.
Cc1ccc(C)c(/C(O)=C2/C(=O)C(=O)N(CCN3CCOCC3)C2c2ccc(C)o2)c1 (stereo unspecified),1%,-20%,4,?,-14%,18%
CC(C)c1ccc(NC(=O)[C@H]2O[C@@H]3OC(C)(C)O[C@@H]3[C@H]3OC(C)(C)O[C@H]32)cc1,.,.,48,0%,18%,.
COc1ccc(CCNC(=O)CN(c2cc(C)cc(C)c2)S(=O)(=O)c2c(C)noc2C)cc1OC,156%[activator],.,-30,1%,4%,-9%
O=C(COC(=O)c1ccccc1OCc1ccc(Cl)cc1)NCC1CCCO1 (stereo unspecified),61%[activator],.,?,.,.,?
CCN(CC)S(=O)(=O)c1ccc(OC)c(NC(=O)c2cccc(C)c2[N+](=O)[O-])c1,-4%,0%,-27,0%,-12%,-15%
CCc1ccccc1NC(=O)Cn1cc2c(n1)CCC(C)C2 (stereo unspecified),.,.,13,-10%,9%,.
COc1ccccc1NS(=O)(=O)c1cc(-c2cc(C)no2)ccc1OC,34%,-5%,0,17%,3%,?
CCCN(CCC)C(=O)Cn1c(=O)n(-c2cccc(C(F)(F)F)c2)c(=O)c2c(C)c(C)sc21,.,.,-2,-3%,20%,.
Cc1ccc(NC(=O)c2sc3nc(-c4ccc(F)cc4)ccc3c2N)cc1F,.,.,6,-1%,25%,.
O=C(NC12CC3CC(CC(C3)C1)C2)c1cccc(OC(F)F)c1,-26%,9%,69,-5%,-6%,4%
Oc1ccccc1Nc1nc(-c2ccccc2O)nc2ccccc12,-47%,-6%,10,0%,1%,?
COc1ccccc1NS(=O)(=O)c1ccc2oc(=O)ccc2c1,-1%,-2%,17,5%,-7%,7%
CCCC(=O)NCCc1nc2ccccc2n1CC(=O)c1ccccc1,-6%,2%,-33,5%,-13%,10%
COc1ccc(NC(=O)CCN2C(=O)NC3(CCCC3)C2=O)cc1Cl,-45%,.,5,2%,2%,0%
O=C(NC1CCN(Cc2ccccc2)CC1)c1cc(-c2ccccn2)nc2ccccc12,.,1%,-20,-1%,-11%,-14%
CCn1cc(CN2CCCC(CNS(=O)(=O)c3ccc(OC)cc3)C2)cn1 (stereo unspecified),-18%,11%,-24,0%,2%,-20%
O=c1c(-c2ccnn2-c2ccc(F)cc2)cnc2n1CCS2,-13%,2%,22,-3%,2%,9%
Cc1cccc(CNC(=O)c2cnc3sc(N4CCOCC4)nn3c2=O)c1,.,.,-7,-1%,7%,.
O=C1CC(c2cccc([N+](=O)[O-])c2)c2c(ccc3ccccc23)N1 (stereo unspecified),-34%,0%,-35,-19%,4%,-78%
Cc1c(NC(=O)C(C)OC(=O)c2cc(Cl)ccc2O)c(=O)n(-c2ccccc2)n1C (stereo unspecified),-2%,.,13,-19%,11%,13%
CCN(CC)C(NC(=O)c1ccccc1)C(=O)c1ccccc1 (stereo unspecified),-25%,-1%,30,79µM*,-2%,13%

# Record cards, as listed above. Screens in order: AmpC no deterg | FBPA Giardia inh | HCMV antiviral | Sm TGR block | AmpC inh detg | HCV inh
# COc1ccc(Cn2c(C)nnc2-c2cnn(C)c2N)cc1OC in the list: -24% | 13% | 4 | 6% | 0% | 1%
# CCn1cc(CN2CCCC(CNS(=O)(=O)c3ccc(OC)cc3)C2)cn1 (stereo unspecified) in the list: -18% | 11% | -24 | 0% | 2% | -20%
# COc1ccc(NC(=O)CCN2C(=O)NC3(CCCC3)C2=O)cc1Cl in the list: -45% | . | 5 | 2% | 2% | 0%
# O=C(NC1CCN(Cc2ccccc2)CC1)c1cc(-c2ccccn2)nc2ccccc12 in the list: . | 1% | -20 | -1% | -11% | -14%

# Next part.
SMILES,AmpC no deterg,FBPA Giardia inh,HCMV antiviral,Sm TGR block,AmpC inh detg,HCV inh
O=C(/C=C/c1ccc2c(c1)OCO2)Nc1nc(-c2ccccc2)cs1,-40%,-10%,?,-19%,1%,6.3µM*
Cc1c(C(=O)Nc2ccccc2N2CCOCC2)sc2nc3n(c(=O)c12)CCC3,-11%,1%,.,2%,?,.
CCOc1ccc(NC(=O)CC2C(=O)N(c3ccc(OC)cc3)C(=O)N2C2CCCCC2)cc1 (stereo unspecified),.,.,22,9%,4%,.
CCn1cc(/C=C(\NC(=O)c2ccccc2Cl)C(=O)NCCCn2ccnc2)c2ccccc21,.,.,-16,-20%,-9%,.
Cc1cccc(N2CCN(C(=O)CN3C(=O)NC(C)(C)C3=O)CC2)c1C,-2%,3%,8,-1%,-3%,3%
COc1ccc(NC(=S)N2CCC(NC(=O)c3ccco3)CC2)cc1,-16%,-2%,16,-7%,?,11%
Cc1cccc(OCCCC(=O)NC(C)C)c1,-10%,9%,41,4%,6%,?
COc1ccc(-n2nnc3c(SCC(=O)NCc4ccco4)ncnc32)cc1,-25%,0%,-3,0%,-8%,-24%
O=C1NC(c2ccc3c(c2)OCO3)Oc2ccccc21 (stereo unspecified),-3%,-1%,12,-4%,-6%,.
CCC(CC)C(=O)N1CC(=O)Nc2ccc(F)cc2C1c1ccc(F)cc1 (stereo unspecified),-1%,-5%,-30,2%,-2%,-4%
COc1ccc(CCNc2ncnc3c2c(C)c(C)n3CCO)cc1OC,34%,3%,-24,8%,-7%,?
Cc1ccc(C(=O)NCC(c2cccs2)S(=O)(=O)c2cccs2)cc1C (stereo unspecified),.,.,48,?,3%,.
Cc1ccc2c(c1)/C(=C/c1ccco1)C(=O)N2,-27%,1%,19,?,-11%,11µM*
CCCCN(C)CCNC(=O)Cn1ncc2c3ccccc3n(CCC)c2c1=O,.,.,-30,-10%,-2%,.
O=C1ON=C(c2ccc(Cl)c([N+](=O)[O-])c2)/C1=C/c1cccc([N+](=O)[O-])c1O,-8%,.,-9,9%,-18%,20%
C=CCC(C)(NCc1ccccc1)c1ccco1 (stereo unspecified),-23%,-21%,-2,4%,-6%,20%
Cc1ccc(S(=O)(=O)N/N=C\c2ccc3c(c2)OCO3)c(C)c1,-58%,.,25,1%,6%,5%
CCCn1c(-c2ccc(OC)cc2)nc2ccccc21,5%,-1%,-9,-1%,-1%,-3%
O=P(Oc1ccccc1)(Oc1ccccc1)c1ccccc1,-16%,0%,-15,5%,4%,-8%
Cc1ccc(NC(CNS(=O)(=O)c2ccc(Cl)cc2)c2ccccc2)cc1 (stereo unspecified),-31%,-4%,-80*,-3%&5%,16%&4%,?
CCN1C(c2ccccc2)C(C)C(=O)C(C)C1c1ccccc1 (stereo unspecified),-22%,0%,-29,3%,-3%,4%
COc1cccc(-c2ccc(C#N)c(OC(=O)c3c(Cl)cccc3Cl)n2)c1,-31%,-1%,-23,10%,-8%,?

# Exported as labelled records: entries from further up
Cc1ccc(C(=O)NCC(c2cccs2)S(=O)(=O)c2cccs2)cc1C (stereo unspecified)
  AmpC no deterg = .	FBPA Giardia inh = .	HCMV antiviral = 48	Sm TGR block = ?	AmpC inh detg = 3%	HCV inh = .
O=C1ON=C(c2ccc(Cl)c([N+](=O)[O-])c2)/C1=C/c1cccc([N+](=O)[O-])c1O
  AmpC no deterg = -8%	FBPA Giardia inh = .	HCMV antiviral = -9	Sm TGR block = 9%	AmpC inh detg = -18%	HCV inh = 20%
CCOc1ccc(NC(=O)CC2C(=O)N(c3ccc(OC)cc3)C(=O)N2C2CCCCC2)cc1 (stereo unspecified)
  AmpC no deterg = .	FBPA Giardia inh = .	HCMV antiviral = 22	Sm TGR block = 9%	AmpC inh detg = 4%	HCV inh = .
CCn1cc(/C=C(\NC(=O)c2ccccc2Cl)C(=O)NCCCn2ccnc2)c2ccccc21
  AmpC no deterg = .	FBPA Giardia inh = .	HCMV antiviral = -16	Sm TGR block = -20%	AmpC inh detg = -9%	HCV inh = .

# Screens from PubChem.
